GSTO1 counter: GSTO1 inhibition, counter-screen for RBBP9 inhibitors; P78417; recombinant GSTO1, activity-based probe fluorescence polarization; inhibition, % at 5.96 µM; actives 1.1% (n = 300,000); AID 1974;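 active = inhibition above the campaign mean inhibition plus 3 SD, cut at about 35% in these data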;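 also: 0% = GSTO1-1 with DMSO and 100% = wells lacking GSTO1-1 enzyme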
TPT1 inh: blocks Candida albicans tRNA 2'-phosphotransferase; AID 1962; recombinant caTPT1, FP RNA substrate dephosphorylation; actives 0.81% (n = 300,000); inhibition, % at 5 µM;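 active = inhibition above the mean of all tested compounds plus 3 SD, set per screening campaign, cut at about 24% in these data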;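 also: plate controls were DMSO alone for no effect and ferristatin control at 100 nM for full effect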
GLD-1 RNA inh: GLD-1-TGE RNA interaction inhibition (C. elegans). Q17339. purified GLD-1 + fluorescein TGE RNA, fluorescence polarization. inhibition, % at 5.96 µM. actives 0.44% (n = 320,000);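 active = percent inhibition above a per-plate cutoff, the plate mean of test compounds plus 3 SD, cut at about 30% in these data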;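 also: 0% = DMSO wells with GLD-1 and probe and 100% = wells lacking GLD-1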
Target sequence (Q17339 whole entry, looked up): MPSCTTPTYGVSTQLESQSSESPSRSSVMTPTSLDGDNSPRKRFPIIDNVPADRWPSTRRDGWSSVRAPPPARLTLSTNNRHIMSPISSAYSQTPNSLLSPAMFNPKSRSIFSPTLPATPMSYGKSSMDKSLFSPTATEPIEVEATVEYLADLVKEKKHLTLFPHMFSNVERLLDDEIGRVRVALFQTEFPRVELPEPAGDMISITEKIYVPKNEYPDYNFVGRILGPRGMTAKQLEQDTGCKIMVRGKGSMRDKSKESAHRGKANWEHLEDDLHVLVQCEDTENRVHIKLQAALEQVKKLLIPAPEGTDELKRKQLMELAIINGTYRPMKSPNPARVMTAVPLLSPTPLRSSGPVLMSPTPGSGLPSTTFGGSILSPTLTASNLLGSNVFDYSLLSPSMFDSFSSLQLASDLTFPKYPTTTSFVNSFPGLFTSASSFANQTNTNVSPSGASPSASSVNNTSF
BCLXL inh: inhibitors of human Bcl-xL; GST-Bcl-xL / FITC-Bim BH3 peptide fluorescence polarization; inhibition, % at 10.9 µM; actives 0.7% (n = 320,000); AID 2129;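 active = inhibition above the mean of all tested compounds plus 3 SD, cutoff set per campaign, cut at about 30% in these data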;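 also: 0% = DMSO wells and 100% = unlabeled Bim-BH3 peptide competitor; inhibitors lower millipolarization by displacing the labeled peptide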
Target sequence (Q07817 whole entry, looked up): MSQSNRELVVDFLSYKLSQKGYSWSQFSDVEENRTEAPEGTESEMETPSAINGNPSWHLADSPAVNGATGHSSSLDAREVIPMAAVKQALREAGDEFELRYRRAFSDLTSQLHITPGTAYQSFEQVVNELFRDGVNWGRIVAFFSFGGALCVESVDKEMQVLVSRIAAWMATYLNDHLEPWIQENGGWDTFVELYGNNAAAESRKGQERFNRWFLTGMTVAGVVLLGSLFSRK
PME-1 primary: blocks human protein phosphatase methylesterase 1; Q9Y570; recombinant PME-1, FP-Rh probe fluorescence polarization; inhibition, % at 5.9 µM; actives 0.53% (n = 320,000);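 active = inhibition above the campaign mean of all compounds plus 3 SD, cut at about 26% in these data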;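 also: competitive labeling of PME-1 active site by serine hydrolase directed probe; 0% = PME-1 with DMSO and 100% = wells lacking PME-1 enzyme; inhibitors block probe labeling so polarization falls and inhibition rises; many of its hits are not listed in these tables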
MCL1-BIM inh: inhibitors of human MCL1 binding to BIM-BH3 peptide; AID 2057; Q07820; inhibition, % at 10.9 µM; GST-MCL1 / FITC-Bim-BH3 fluorescence polarization; actives 0.68% (n = 320,000);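 active = inhibition above the mean inhibition of all tested compounds plus 3 SD, set per campaign, cut at about 40% in these data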;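 also: 0% = DMSO wells and 100% = unlabeled Bim-BH3 peptide control; higher means more loss of mP so more displacement of Bim peptide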
Target sequence (Q07820 whole entry, looked up): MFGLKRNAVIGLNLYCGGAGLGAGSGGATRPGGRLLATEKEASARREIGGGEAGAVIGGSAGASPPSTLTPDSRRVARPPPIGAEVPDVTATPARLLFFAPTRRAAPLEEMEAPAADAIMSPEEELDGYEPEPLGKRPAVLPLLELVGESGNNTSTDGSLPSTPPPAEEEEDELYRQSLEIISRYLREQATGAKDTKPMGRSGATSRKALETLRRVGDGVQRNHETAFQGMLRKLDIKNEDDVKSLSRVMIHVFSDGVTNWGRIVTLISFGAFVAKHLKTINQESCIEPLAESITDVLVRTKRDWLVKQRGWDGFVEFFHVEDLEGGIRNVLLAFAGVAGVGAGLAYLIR
Fam108B counter: counter-screen for RBBP9 inhibitors: inhibitors of mouse Fam108B. recombinant Fam108B, FP-Rh probe fluorescence polarization. inhibition, % at 9.51 µM. actives 0.33% (n = 300,000);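 active = inhibition above the screen mean inhibition plus 3 SD, computed separately per campaign, cut at about 18% in these data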;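 also: inhibitors lower polarization as less probe binds the enzyme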
PAD4 FP inh: blocks human protein arginine deiminase 4; actives 0.41% (n = 330,000); recombinant PAD4, RCA probe fluorescence polarization; AID 485272; Q9UM07; inhibition, % at 6.36 µM;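 active = percent inhibition above a cutoff equal to the mean of all tested compounds plus 3 SD, cut at about 15% in these data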;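 also: 0% = PAD4 with RCA probe and DMSO and 100% = probe without PAD4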
MEX-5 binding: C. elegans MEX-5 TCR-2 RNA binding activity. Q9XUB2. actives 0.38% (n = 300,000). AID 1832. MEX-5/FITC-TCR2 RNA binding, fluorescence polarization; hits give low values. activity score (negative = inhibition of binding), % at 10 µM;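 active = inhibition past about -25% in most replicates, and total fluorescence under double the plate's negative control median, limit read from the data; inconclusive = replicates evenly split on the limit, or fluorescence at least double controls; inactive = too little inhibition in most replicates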;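 also: 0% = DMSO and -100% = 5 µM competing unlabeled TCR2 RNA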
Starred values were filed as active, the others as inactive; ? = inconclusive; nt = no result given.

Molecule	PAD4 FP inh	MCL1-BIM inh	GSTO1 counter	GLD-1 RNA inh	PME-1 primary	Fam108B counter	BCLXL inh	TPT1 inh	MEX-5 binding
CN(C(=O)COc1ccccc1C(=O)NCCc1ccccc1)c1ccccc1	1	0	2	-2	2	-2	5	0	-1.5
O=C(Nc1ccc(Cl)c(Cl)c1)C1CC(=O)N(c2ccc(Br)cc2)C1 (configuration not stated)	0	0	-8	8	-26	-24	4	-2	0.7
C=CCN(C(=O)CC(NC(C)=O)c1ccccc1)c1nc(-c2ccc(S(C)(=O)=O)cc2)cs1 (configuration not stated)	0	-1	0	-3	-1	-4	2	0	-5.6
Nc1nc(CN2CCN(Cc3ccccc3)CC2)nc(Nc2ccc3c(c2)OCCO3)n1	2	-4	2	3	-5	-4	-3	-2	-0.3
O=C(c1ccc(Cl)s1)N1CCCC1	1	6	1	3	0	-1	6	2	nt
O=C1C2C(c3ccccc3)=NN(c3ccccc3)C2C(=O)N1c1ccccc1 (configuration not stated)	-1	-9	-7	3	2	-5	-4	-6	-1.2
CCOc1cc(/C=N/NC(=O)C(=O)NCc2cccnc2)ccc1O	-1	-2	5	3	-1	-2	-3	-3	-1.6
COc1ccc(N2C(=O)C(Cl)=C(Nc3ccccc3O)C2=O)cc1	-7	19	20	3	8	-3	13	2	-34*
O=C(c1cc(-c2ccc(Cl)s2)nc2ccccc12)N1CCCC1	2	8	-5	-2	2	-4	6	-3	0.0
COCCn1c(C)cc(C(=O)COC(=O)c2c(C)nn(Cc3ccccc3)c2C)c1C	0	-2	10	3	-5	0	3	1	1.1
O=C(Nc1nc(-c2cccnc2)cs1)c1cccc([N+](=O)[O-])c1	0	4	-11	2	-3	-5	9	-1	0.7
O=C1CC(c2ccccc2)n2nc(NC(=O)c3cccs3)nc2N1 (configuration not stated)	1	5	7	1	-1	0	4	0	0.0
O=C(CN1CCN(S(=O)(=O)c2ccc(F)cc2)CC1)NC1CC1	-5	9	5	11	4	7	3	-1	-2.3
Cc1cc(C)c2nc(NC(=O)[C@@H](NC(=O)c3cccc(S(=O)(=O)N4CCOCC4)c3)C(C)C)sc2c1	-1	-13	-2	-5	-15	-15	0	3	6.0
COc1cc(C2c3[nH]c4ccccc4c3C[C@H]3C(=O)N(C4CC4)CC(=O)N23)ccc1OC(C)C (some centres not stated)	0	-5	1	-10	8	-1	-1	4	4.8
CCN1CCN(CC(=O)N2CCCC(C(=O)c3ccc(Oc4ccccc4)cc3)C2)CC1 (configuration not stated)	-5	-5	4	6	1	-4	2	3	2.7
CCCC1=NN2C(=N)/C(=C\c3cc(C)n(-c4cccc(C)c4)c3C)C(=O)N=C2S1	-3	6	-3	1	-2	-1	5	-1	1.7
CCOc1ccccc1NC(C)C(=O)NC(=O)NC1CCCCC1 (configuration not stated)	8	4	nt	3	0	nt	4	nt	nt
Cc1c(-n2c(SCC(=O)C(C)(C)C)nc3ccccc3c2=O)c(=O)n(-c2ccccc2)n1C	-5	8	9	6	-4	-3	6	-3	3.0
CCCc1cc(=O)[nH]c(SCC(=O)N2CCC(C(=O)OCC)CC2)n1	4	5	1	-5	4	2	3	1	-2.6
O=C(c1ccccc1)N1N=C(C(F)(F)F)CC1(O)c1ccccc1 (configuration not stated)	3	0	0	-2	2	3	4	-2	-0.1
CC(C)NC(=O)c1onc(CSc2cccc(Cl)c2)c1C(=O)O	6	9	-22	-2	-9	9	8	-2	-2.9
CN1CCc2c(sc3c2C(=O)NC(c2ccc(-c4ccc(Cl)cc4)o2)N3)C1 (configuration not stated)	-2	-1	-1	-91	-5	1	22	91*	1.6
COc1ccc(Nc2nc3ccccc3n3nnnc23)cc1	3	15	-3	7	9	3	13	3	-7.2
CCOc1ccc(C)cc1S(=O)(=O)n1nc(C)cc1C	-6	-8	0	0	-6	2	1	-2	0.3
O=C(NC1CCCCCC1)c1ccccc1-c1ccccc1	-3	5	2	-4	7	-1	4	0	1.8
COC(=O)C1C(=O)/C(=C(/C)N2CCCC2)C(=O)CC1(C)C (configuration not stated)	2	1	3	-1	5	-5	1	-2	-0.8
COCCNC(=O)c1ccc(-n2c(SCc3cccnc3)nc3ccccc3c2=O)cc1	0	1	-3	1	9	0	-2	-2	1.5
Cc1cc(C=NCCO)c(C)n1-c1cc(Cl)ccc1Cl	2	-2	4	-4	3	5	3	1	-1.7
O=C(Cn1c(SCC(=O)N2CCc3ccccc32)nc2ccccc21)NC1CCCC1	-4	2	1	3	7	0	-3	3	1.2
CCOc1ccc(NC(=O)C2C3CCC4C(CCC32)C4(Cl)Cl)cc1 (configuration not stated)	2	3	5	-8	2	1	-1	-1	0.1
CCn1c(C)nc2cc(C(N)=O)ccc21	2	3	0	1	1	0	8	-2	2.0
CC(C)c1ccc(OCC(O)Cn2cnc3ccccc32)cc1 (configuration not stated)	2	3	10	2	2	-2	6	0	1.3
O=C(NNC(=O)c1sccc1-n1cccc1)c1ccc(F)cc1	-10	3	-5	2	3	-7	3	2	-0.3
COc1cc2c(cc1NC(=S)NC(=O)c1c(OC)cccc1OC)oc1ccccc12	0	20	-4	1	-17	-15	6	-4	1.7
C[n+]1ccccc1N1CCN(c2ccccc2Cl)CC1	-2	-17	-4	-2	2	-1	-5	0	2.0
CC(C)COC(=O)N1C[C@H](O)C[C@H]1C(=O)Nc1ccc(Cl)cc1	0	2	7	0	-2	5	3	-2	-1.7
O=C(C1=C(O)/C(=C/c2ccc(O)cc2)CCC1)C(F)(F)F	-9	1	7	-2	4	10	2	13	7.6
Cc1ccc(C)c(NS(=O)(=O)c2cc(C(=O)Nc3cccc(N(C)S(C)(=O)=O)c3)ccc2C)c1	-7	11	-17	9	-26	-17	2	0	0.5
CC(=O)c1ccc(NC(=O)CNCc2cccs2)cc1	2	3	11	-7	-6	1	-3	-1	2.3
Clc1cc2cccnc2c2ncccc12	-6	7	nt	2	0	nt	5	nt	nt
Cc1ccc(CNC(=O)C(=O)NCC(c2ccco2)N2CCOCC2)cc1 (configuration not stated)	3	-4	4	2	-1	4	0	1	-2.3
CS(=O)(=O)N1N=C(c2ccco2)CC1c1ccc(Cl)cc1Cl (configuration not stated)	0	-2	5	-5	1	-5	-1	-3	3.8
COC(=O)C1=C(C)N(Cc2ccco2)C(=O)N[C@H]1c1ccccc1	-1	2	2	-3	5	-1	-1	4	-0.7
C/C(=N\Nc1ccc(Cl)c(C(=O)O)c1)c1cccc2ccccc12	-2	29	11	11	1	3	26	-2	-11
C[N+](C)(C)CCN(Cc1ccc(Cl)cc1)c1ccccn1	0	-13	-1	0	-3	-2	-9	1	-2.2
O=C(O)CCCNC(=O)/C(=C\c1ccc(Cl)cc1)NC(=O)c1ccc(Br)cc1	-1	-4	2	-4	5	0	-1	0	-0.7
CCOc1ccc(N2C(=O)CC(Sc3ccccc3C(=O)O)C2=O)c([N+](=O)[O-])c1 (configuration not stated)	26*	12	14	2	7	5	11	0	-1.2
CN(C)S(=O)(=O)n1cc(/C=C(\NC(=O)c2ccccc2)C(=O)N2CCOCC2)c2ccccc21	-2	0	4	1	0	8	5	-5	1.1
COc1ccc(C(=O)/C=C(\N)C(F)(F)F)c(O)c1	-1	0	3	3	-5	-1	0	-3	1.8
CC1CCN(C(=O)COC(=O)COc2ccccc2C#N)CC1	3	0	nt	5	2	nt	4	nt	nt
CCCCC/C(=N\NC(=O)CCC(=O)NCc1ccccc1)c1ccccc1	2	2	0	-4	-1	0	0	-5	1.1
CCC(=O)n1nc(-c2ccccc2)nc1N	-3	9	6	8	-8	-2	5	0	0.5
c1ccc(Nc2nc(N3CCCC3)nc(N3CCCC3)n2)cc1	0	7	-4	8	-1	0	5	2	2.2
C#CCOCCOCCOCCNc1nc(N2CCN(C(=O)CCCCCCCCCCNC(=O)[C@@H](CCC(=O)O)n3cc(CCCCCN)nn3)CC2)nc(N2CCN(C(=O)CCCCCCCCCCNC(=O)[C@H](CO)n3cc(CCCSC)nn3)CC2)n1	2	6	0	2	-12	-5	2	0	nt
Cc1ccc(C(=O)CCC(=O)OCC(=O)N(CC(C)C)c2c(N)n(Cc3ccccc3)c(=O)[nH]c2=O)cc1	0	-3	-2	10	2	-1	-3	0	-0.5

Remaining list, next part
Molecule	PAD4 FP inh	MCL1-BIM inh	GSTO1 counter	GLD-1 RNA inh	PME-1 primary	Fam108B counter	BCLXL inh	TPT1 inh	MEX-5 binding
COc1ccc(CC(=O)N2CC3(C)CC2CC(C)(C)C3)cc1OC (configuration not stated)	0	-1	-7	3	1	-3	2	-1	2.3
O=C(NC1CCCCC1)C(c1ccncc1)N(Cc1ccc(F)cc1)C(=O)c1ccccn1 (configuration not stated)	7	4	0	-2	0	2	4	-5	-1.9
COC1=CC(=Cc2c(N)n3nc(CC(=O)N4CCOCC4)sc3nc2=O)C=C(OC)C1=O	-7	-47	13	-72	-3	0	-24	50*	?
Cc1nc2c(C(=O)N3CCOCC3)cnn2c(C)c1Cc1cccc(Cl)c1	-2	-10	-3	-2	4	3	-7	6	0.9
COc1ccc(CCNc2oc(COc3ccc(Br)cc3)nc2C#N)cc1OC	0	1	-2	7	1	-5	1	-3	1.0
Cc1ccc(N2CC(C(=O)Nc3ccc4c(c3)OCCO4)CC2=O)cc1 (configuration not stated)	4	5	-6	10	-2	-6	-1	0	0.9
Cc1cccc(NC(=O)COc2ccccc2C)n1	2	-1	-5	0	-5	6	-3	1	-1.6
CCCn1c(=O)c(C(=O)Nc2ccccc2C(=O)OC)c(O)c2ccccc21	-4	3	0	1	2	-3	1	-4	2.6
O=C(O)CCN1C(=O)c2ccc(Oc3ccc4c(c3)C(=O)N(CCC(=O)O)C4=O)cc2C1=O	0	6	-9	3	-6	-3	10	-1	3.0
CCN1C(=O)/C(=C\c2ccc(F)cc2)N=C1SCC(=O)NCc1ccco1	0	-4	3	-3	-8	0	4	-1	3.5
CCCCn1c(N)c(N(CCOC)C(=O)CSCc2ccccc2C)c(=O)[nH]c1=O	0	22	5	8	-2	27*	0	0	1.5
O=C(c1cnccn1)N(Cc1ccco1)C1(C(=O)NC2CCCC2)CCCCC1	-1	5	3	5	-4	-2	7	0	1.6
O=C(C1CCC(=O)N1Cc1ccccc1Cl)N1CCN(c2ccc(F)cc2)CC1 (configuration not stated)	2	-1	8	4	10	2	-1	0	-0.7
O=C(Nc1cccc(Cl)c1)c1cnc[nH]1	1	-4	4	-1	-6	-1	-6	9	6.0
C=CCc1cc(Cl)ccc1OCCNCCOC	3	2	2	3	-5	4	2	0	-0.6
Cc1cc(C)c(C#N)c(SCC(=O)Nc2nnc(-c3ccccc3)s2)n1	4	1	29	1	-3	1	3	3	-2.2
COc1cccc(NC(=O)C2CCCN2S(=O)(=O)c2ccc3c(c2)C(C)(C)C(=O)N3C)c1 (configuration not stated)	0	1	-1	4	-8	-2	0	0	0.5
CC(=O)Nc1nccc(-c2cc(-c3ccccc3)no2)n1	1	2	-5	-2	1	8	1	1	-1.0

The list is partial (hit frequency here may not be typical).
